Assay outcomes (PubChem)
POLI inh: qHTS for Inhibitors of Polymerase Iota. DNA polymerase iota (Homo sapiens), Q9UNA4. AID 588590, 2011. Potency, µM (series often up to 115 µM), without a hit: at the top dose activity, negative = inhibition, usual class: inhibitors. Pol iota fluorescent replication assay, 10 min. hit rate 1% among 390,000; also: potency is read from the fitted curve at half-maximal effect
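Fluorescent replication assay read twice, at 0 min and 10 min after adding 50 nM (final) substrate. Enzyme (10 nM) and compounds were first incubated 15 min at room temperature; enzyme-free buffer wells were negative controls.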
Anesthetic bind: qHTS Assay for Identification of Novel General Anesthetics | Ferritin light chain (Equus caballus), P02791 | hit rate 0.074% among 350,000 | apoferritin/1-aminoanthracene competitive binding, fluorescence | Potency, µM (titrated, usually from 77.5 µM), inactives show top-dose activity change, negative = displacement, most hits filed as inhibitors; also: potency is read from the fitted curve at half-maximal effect; % is scaled to controls: 0 for no effect and ±100 for the full control effect; nearly all actives have a fitted effect of over 20% in size
Target sequence (P02791 2-175 limits assumed): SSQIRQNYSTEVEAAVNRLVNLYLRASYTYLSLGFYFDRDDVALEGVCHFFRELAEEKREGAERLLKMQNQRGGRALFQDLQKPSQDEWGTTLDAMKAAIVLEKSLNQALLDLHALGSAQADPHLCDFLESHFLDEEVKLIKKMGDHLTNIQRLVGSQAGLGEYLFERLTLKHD
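Horse-spleen apoferritin (10 uM) was mixed with 50% saturated 1-aminoanthracene in PBS, exposed to compounds for 10 min at room temperature, and read for fluorescence (ex 380 nm, em 535 nm). Competitive displacement was fitted with a four-parameter Hill equation.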
BLM inh: qHTS Assay for Inhibitors of Bloom's syndrome helicase (BLM) | RecQ-like DNA helicase BLM (Homo sapiens), P54132 | recombinant BLM DNA unwinding, fluorescence dequenching | Potency, µM (doses to about 56.1 µM), without a hit: at the top dose activity change, negative = inhibition, actives largely listed as inhibitors | hit rate 0.2% among 350,000;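 also: potency is read from the fitted curve at half-maximal effect; plate controls were vehicle for no effect and no enzyme for full effect; nearly all actives have a fitted effect of over 35% in size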
APEX1 inh: qHTS Assay for Inhibitors of the Human Apurinic/apyrimidinic Endonuclease 1 (APE1); hit rate 0.35% among 350,000; recombinant APE1, TAMRA/BHQ-2 abasic DNA cleavage fluorescence; AID 2517, 2012; Potency, µM (doses to about 65.8 µM), without a hit: at the highest dose activity change, negative = inhibition, usual class: inhibitors;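 also: potency is read from the fitted curve at half-maximal effect; plate controls were vehicle for no effect and reference inhibitor for full effect; nearly all actives have a fitted effect of over 55% in size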
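Endonuclease cleavage of a quenched abasic-site DNA duplex (50 nM) by APE1 (0.75 nM) was tracked by TAMRA dequenching. Compounds were preincubated with enzyme 15 min at room temperature; data normalized to buffer-only and DMSO wells plus NSC13755 control.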
POLH inh: qHTS for Inhibitors of Polymerase Eta; hit rate 1.2% among 390,000; recombinant Pol eta, fluorescent DNA replication assay; Potency, µM (highest dose often 114 µM), for inactives: at the top dose activity change, negative = inhibition, most hits filed as inhibitors; DNA polymerase eta (Homo sapiens), Q9Y253; also: potency is read from the fitted curve at half-maximal effect; % is scaled to controls: 0 for no effect and ±100 for the full control effect
Target sequence (Q9Y253 whole entry, looked up): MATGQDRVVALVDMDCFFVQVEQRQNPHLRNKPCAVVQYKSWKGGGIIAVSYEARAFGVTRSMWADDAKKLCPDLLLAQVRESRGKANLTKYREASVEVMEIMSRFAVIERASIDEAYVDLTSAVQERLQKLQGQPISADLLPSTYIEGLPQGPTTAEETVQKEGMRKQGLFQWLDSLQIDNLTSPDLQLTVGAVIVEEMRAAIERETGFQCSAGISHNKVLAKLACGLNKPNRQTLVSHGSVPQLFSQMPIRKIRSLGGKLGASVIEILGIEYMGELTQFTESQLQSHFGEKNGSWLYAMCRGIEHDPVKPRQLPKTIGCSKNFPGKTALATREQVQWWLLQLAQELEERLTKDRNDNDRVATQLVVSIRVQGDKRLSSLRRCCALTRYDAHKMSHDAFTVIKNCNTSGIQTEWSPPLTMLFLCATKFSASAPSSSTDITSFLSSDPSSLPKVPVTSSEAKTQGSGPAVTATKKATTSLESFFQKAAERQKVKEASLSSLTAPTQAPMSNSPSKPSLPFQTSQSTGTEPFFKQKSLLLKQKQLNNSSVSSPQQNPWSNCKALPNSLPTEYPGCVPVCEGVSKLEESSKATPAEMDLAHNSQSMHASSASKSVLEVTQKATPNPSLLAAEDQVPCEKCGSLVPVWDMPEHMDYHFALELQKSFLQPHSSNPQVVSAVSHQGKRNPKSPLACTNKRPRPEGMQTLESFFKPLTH
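Pol eta (10 nM) was preincubated with compounds for 15 min at room temperature, after which fluorescent replication substrate (50 nM final) was added to start the reaction. Fluorescence was read kinetically at 0 and 10 min.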
POLB inh: qHTS Assay for Inhibitors of DNA Polymerase Beta; P06746; hit rate 1.3% among 340,000; AID 485314, 2010; Pol beta primer extension/strand displacement, fluorescence kinetic; Potency, µM (titrated, usually from 114 µM), inactives show top-dose activity change, negative = inhibition, hits mostly inhibitors; also: potency is read from the fitted curve at half-maximal effect; % is scaled to controls: 0 for no effect and ±100 for the full control effect
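Pol beta (10 nM) was preincubated with compound for 15 min at room temperature. The reaction was then started with 50 nM substrate and read immediately and after a further 10 min at room temperature.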
RXFP1 antag: qHTS Assay for Antagonists of the Relaxin Receptor RXFP1; hit rate 0.59% among 350,000; AID 1259400, 2018; Relaxin receptor 1 (Homo sapiens), Q9HBX9; HEK293-RXFP1, relaxin-stimulated cAMP HTRF, 30 min; active compounds read low; activity change, negative = inhibition, % at 57.5 µM;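 active = activity change of -60% or lower, but not beyond a set lower limit; inconclusive = change between -60% and -40%, or beyond the set limit; inactive = change above -40%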; also: % is scaled to controls: 0 for no effect and ±100 for the full control effect
Tb PGK inh: qHTS Assay to Find Inhibitors of Phosphoglycerate Kinase; hit rate 0.043% among 380,000; Potency, µM (titrated, usually from 57.5 µM), for the others: at the top dose activity change, negative = inhibition, usual class: inhibitors; Phosphoglycerate kinase, glycosomal (Trypanosoma brucei brucei), P07378; PGK/GAPDH coupled, Kinase-Glo luminescence, 60 min; also: potency is read from the fitted curve at half-maximal effect; % is scaled to controls: 0 for no effect and ±100 for the full control effect; nearly all actives have a fitted effect of over 60% in size
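Luminescent ATP detection (Kinase-Glo Plus) follows a 60-minute room-temperature incubation, with wells lacking PGK as controls. Buffer: 100 mM TEA (pH 7.6), 5 mM MgCl2, 0.01% Tween-20. Coupling enzyme GAPDH (100 nM final) supplies unstable 1,3-BPG in-well.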
Pol kappa inh: qHTS for Inhibitors of Polymerase Kappa | DNA polymerase kappa (Homo sapiens), Q9UBT6 | purified Pol kappa, fluorescent DNA synthesis assay, 10 min | Potency, µM (doses to about 107 µM), without a hit: at the highest dose activity, negative = inhibition, actives largely listed as inhibitors | hit rate 0.53% among 400,000 | AID 588579, 2011; also: potency is read from the fitted curve at half-maximal effect; % is scaled to controls: 0 for no effect and ±100 for the full control effect
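Pol kappa 10 nM + cpd, 15 min RT; start w/ substrate 50 nM final; fluorescence kinetic read, 0 and 10 min. Neg ctrl: buffer, no enzyme.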
Numbers without * were called inactive; i = inactive; ? = inconclusive; · = not tested or not shown; & = joins results of further samples; [ ] = another dose, or the depositor's remark. Unless noted, calls follow the shape of the dose curve; as a rule, active = well fitted curve in the direction sought with a large enough effect; inconclusive = small, poorly fitted or top-dose-only effect, or another doubt; inactive = no such curve, though single readings can be large; an effect the other way counts as inactive or inconclusive. The list is partial; rates above refer to the full screens.

SMILES | POLI inh | Anesthetic bind | BLM inh | APEX1 inh | POLH inh | POLB inh | RXFP1 antag | Tb PGK inh | Pol kappa inh
CCc1ccccc1NC(=O)Cn1c(C(=O)OC)cc2oc(C)cc21 | 16% | 5% | -1% | · | -17% | -11% | 7 | i | 0%
N=C1C(c2ccccc2)=C(O)CN1c1ccccc1N1CCOCC1 | 11% | -5% | -1% | 3% | -4% | -3% | -8 | 2%[11.5 µM] | -4%
CSC1=N/C(=C\c2c(F)cccc2Cl)C(=O)S1 | 59%[activator] | -1% | 7% | 6% | -3% | 5% | -1 | -7% | -3%
Cc1cccc(SC2CCN(C(=O)C3CCC(=O)N(C4CC4)C3)CC2)c1 (stereo not given) | -5% | 1% | 0% | 52%[activator] | 1% | -17% | 10 | -3% | -10%
CC(=NNC(=S)N(Cc1ccccn1)Cc1ccccn1)c1cnccn1 | -10% | · | · | · | -15% | · | 7 | i | -9%
COc1cc(C(=O)Nc2ccc3oc(-c4cccnc4)nc3c2)cc(OC)c1OC | 66%&30%[activator] | -5% | 0% | -2% | -5% | 7% | -11 | -7% | 2%&-10%
Cc1ccc(NC(=O)Nc2nnc(SCC(=O)N(C(C)C)C(C)C)s2)cc1 | -2% | ? | 2% | · | 13% | 0% | -17 | i | 0%[60.1 µM]
COc1cccc(CN2CCN(Cc3cccc4c3OCO4)CC2CCO)c1 (stereo not given) | 20% | -6% | -7% | 5% | -8% | 0% | 0 | -4% | 2%
O=C(CN1CCOCC1)N/N=C/c1ccc(-c2cccc(Cl)c2Cl)o1 | 52%[activator] | -12% | 1% | -2% | ? | -8% | -2 | 0% | -6%
COc1ccc(-c2c(-c3ccc(O)cc3O)n[nH]c2C(F)(F)F)cc1 | 2% | -18% | -11% | -1% | -25% | 21% | -21 | ? | 0%
COc1ccc(S(=O)(=O)Nc2nc3n(n2)C(c2ccc(Cl)cc2)CC(=O)N3)cc1 (stereo not given) | 2% | -4% | -2% | -3% | 0% | 11% | 12 | 12% | -14%
Cc1ccc(CNC(=O)CN2C(=O)c3ccccc3S2(=O)=O)cc1 | 18% | -10% | -4% | -20% | -5% | 24% | -5 | 4% | -12%
COc1ccc(CN2CCN(C(=O)c3ccc(F)cc3)CC2)c(OC)c1 | -3% | -11% | -8% | 5% | -12% | -1% | 0 | i | 12%
CN1C(=O)Cc2cc(S(=O)(=O)CCC(=O)N3CCN(c4ccc(Cl)cc4)CC3)ccc21 | 9% | -5% | 0% | · | -10% | 0% | -2 | -10% | 5%
CN(C(=O)c1cccc(NC(=O)Cc2cccc(NC(=O)C3CCCN(C(=O)CCc4ccccc4)C3)c2)c1)C1CCC1 (stereo not given) | 25% | · | · | · | -5% | · | · | i | 0%
CC(C)[C@H](NC(=O)C1CCN(S(=O)(=O)c2ccccc2)CC1)C(=O)NCc1ccccc1 | -15% | -5% | -2% | 68%[activator] | -1% | -1% | 20 | 2% | -11%
CCCCn1cnc2c(=S)nc(N)[nH]c21 | 16% | -8% | -8% | 2% | -29% | 1% | 4 | 10% | -1%
c1cnc2ccc3ncccc3c2c1 | 37%[activator] | 3% | 3% | -8% | ? | 16% | -7 | -8% | -1%
O=C(COC(=O)C1CC(=O)N(Cc2ccccc2)C1)c1ccc(F)cc1 (stereo not given) | 31%[activator] | -13% | -3% | -5% | -21% | -7% | -9 | -2% | 1%
CC(=O)Nc1cccc(Oc2cc(C#N)c(C#N)cc2N2CCCCCC2)c1 | 6% | 65%[activator] | -19% | -12% | -4% | -12% | 1 | 0% | -6%
O=S(=O)(N1CCCCC1)N1CCCN(S(=O)(=O)N2CCCCC2)CC1 | -4% | 0% | 0% | -6% | -17% | 20% | -5 | -6% | -19%
CC1CN(S(=O)(=O)c2cccc(C(=O)Nc3ccc(S(=O)(=O)Nc4ncccn4)cc3)c2)CC(C)O1 (stereo not given) | 7% | -4% | 1% | -7% | -4% | 0% | -11 | i | -3%
COc1ccc(-c2csc(NC(=O)c3c(C)noc3C)n2)cc1F | 30% | · | · | 9% | -26% | · | -33 | -3% | -15%
COc1cccc(C(=O)Cn2c(=O)n(CC3CCCO3)c(=O)c3ccccc32)c1 (stereo not given) | 14% | -16% | 0% | 12% | -13% | 14% | 4 | -6% | -2%
COc1ccc(-c2cc(C(F)(F)F)n3ncc(C(=O)Nc4c(C)n(C)n(-c5ccccc5)c4=O)c3n2)cc1 | · | 0% | -2% | 8% | · | 54% | · | · | ·

(cont.)
SMILES | POLI inh | Anesthetic bind | BLM inh | APEX1 inh | POLH inh | POLB inh | RXFP1 antag | Tb PGK inh | Pol kappa inh
CCOc1ccccc1C(=O)NCC(=O)OCC(=O)N1CCCC1 | 18% | · | · | 18% | -14% | · | -5 | -1% | -19%
Cc1cccc(C)c1NC(=O)c1nc(S(=O)(=O)Cc2ccccc2)ncc1Cl | ? | -5% | -3% | -7% | -13% | 33% | -70* | i | -12%
NNC(=O)C1SCCN1S(=O)(=O)c1ccc(Cl)cc1 (stereo not given) | 20% | · | · | · | -3% | · | -2 | -3% | 6%
Cc1cc(F)ccc1NC(=O)Nc1ccc2c(c1)OCO2 | -7% | -5% | 3% | 1% | -15% | -14% | 0 | -9% | 8%
Cc1cc(NC(=O)CCC(=O)N(CC(=O)NC2CCCC2)c2cccc(C)c2C)no1 | 6% | · | · | · | -6% | · | 8 | -5% | 5%
CCc1cccc(OCC(=O)Nc2cc(Cl)ccc2-n2cncn2)c1 | 18% | · | · | 2% | -11% | · | -33 | 3% | -12%
COc1ccc(C(=O)/C=C/Nc2ccc(S(=O)(=O)Nc3nc(C)cc(C)n3)cc2)cc1OC | 24% | 39%[activator] | -6% | 6% | -11% | 14% | -21 | -3% | 0%
O=C(Nc1ccc(F)cc1)c1cccc2c1C(=O)N(Cc1ccccn1)C2 | 11% | -14% | 0% | -3% | 2% | ? | 7 | -4% | -19%
CC(NC(=O)c1ccc(Cl)cc1)C(=O)N1CCCCC1 (stereo not given) | -7% | -6% | 2% | -15% | -1% | 14% | 3 | i | -17%
Cn1nnc2cc(C(=O)Nc3ccccc3)ccc21 | 4% | -2% | -4% | 0% | -14% | 6% | 4 | -9% | 1%
CCc1c(C)nc(N2CCN(c3ccc(Cl)cc3)CC2)[nH]c1=O | 48%[activator] | -4% | -1% | 11% | -9% | 16% | -6 | -9% | 1%
CC(=O)N1CCc2cc(Br)cc(S(=O)(=O)N3CCN(c4cccc(C)c4)C(C)C3)c21 (stereo not given) | ? | -4% | -12% | · | -18% | -15% | -5 | -2% | -8%
COc1cc(/C=N/n2nnnc2N)ccc1OC(C)=O | 57%[activator] | -4% | -1% | 9% | -13% | -14% | -12 | -6% | -8%
CCOC(=O)c1c(C)n(-c2ccc(C)cc2)c2c(C(C(C)=O)C(=O)O)c(Br)c(O)c(O)c12 (stereo not given) | 14% | ? | 2% | -9% | -2% | -6% | -29 | i | -10%
Cc1ccc2[nH]c(O)c(N=NC(=O)CCc3ccccc3)c2c1Br | 1% | 5% | -7% | 5% | -11% | 8% | -7 | 1% | -1%
Cc1cc(C(=O)Nc2c(C)nn(Cc3ccccc3Cl)c2C)no1 | 12% | -12% | 0% | -2% | 1% | 82% | 5 | 0% | -10%
CCCN1C2CCCC1CC(NC(=O)c1ccc(F)cc1)C2 (stereo not given) | 9% | -2% | -3% | 2% | -7% | -9% | 7 | i | -9%
COCCNC(=O)CN(Cc1ccc(F)cc1)C(=O)CCC(=O)Nc1nccs1 | 31%[activator] | 5% | 0% | 69%[activator][12.4 µM] | -8% | -22% | -7 | -2% | 9%
COc1ccc(Cl)cc1C(=O)Nc1nnn(C)n1 | 5% | -7% | 2% | -1% | -7% | -27% | -9 | -9% | -10%
CC(=O)N(CCCCl)C(C#N)c1ccccc1 (stereo not given) | 34%[activator] | -6% | 9% | 0% | -17% | 1% | -4 | -6% | -4%
O=C(Nc1ccc(O)c(-c2nc3ccccc3s2)c1)c1cc(=O)c2ccccc2o1 | 9% | -3% | -15% | 19% | ? | -2% | · | 5% | -6%
COc1ccc(-c2cccc(NS(=O)(=O)c3cc(C)c(Cl)cc3C)c2)nn1 | -31% | 59%[activator] | -8% | · | -15% | -10% | -9 | 6% | -13%[60.1 µM]
CC(=O)Nc1ccc(NS(C)(=O)=O)cc1 | 9% | -2% | -1% | 0% | 5% | 0% | 2 | -3% | -13%
CCc1ccc(Oc2c(C(F)(F)F)oc3c(CN4CCCC(C)C4)c(O)ccc3c2=O)cc1 (stereo not given) | 7% | 5% | 2% | · | -4% | -9% | 7 | -2% | -11%
CC(C)[C@H]1COC(c2cccc([N+](=O)[O-])c2)=N1 | · | -24%[163 µM] | 0%[120 µM] | -2%[120 µM] | · | · | · | · | -14%
O=C(O)c1ccccc1C(=O)NCCc1c(C(=O)O)[nH]c2ccc(Cl)cc12 | 23% | -3% | -2% | ? | 24% | ? | 10 | -5% | 5%

Complete entries, looked up by structure:
Cc1cccc(SC2CCN(C(=O)C3CCC(=O)N(C4CC4)C3)CC2)c1 (stereo not given) reads POLI inh = -5%; Anesthetic bind = 1%; BLM inh = 0%; APEX1 inh = 52%[activator]; POLH inh = 1%; POLB inh = -17%; RXFP1 antag = 10; Tb PGK inh = -3%; Pol kappa inh = -10%
CN(C(=O)c1cccc(NC(=O)Cc2cccc(NC(=O)C3CCCN(C(=O)CCc4ccccc4)C3)c2)c1)C1CCC1 (stereo not given) reads POLI inh = 25%; Anesthetic bind = ·; BLM inh = ·; APEX1 inh = ·; POLH inh = -5%; POLB inh = ·; RXFP1 antag = ·; Tb PGK inh = i; Pol kappa inh = 0%
